# BRCT PPI green: blocks human BRCA1 BRCT binding to phosphopeptide, green readout; Potency, µM (top dose mostly 76.9 µM), for the others: at the top dose activity change, negative = inhibition, actives largely listed as inhibitors; P38398; BRCA1 BRCT-phosphopeptide binding, green fluorescence polarization; actives 0.05% (n = 75,000); AID 875;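 also: potency is read from the fitted curve at half-maximal effect; plate controls were peptide without protein for full effect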
#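 Compounds were incubated for 12 min at room temperature with a complex of 100 nM fluorescein-tagged pBACH1 decapeptide and 250 nM His-tagged BRCT protein. Buffer was phosphate pH 7.3 with EDTA, DTT and Tween 20. Disruption of binding lowers the polarization signal.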
# Luciferase inh: blocks Photinus pyralis firefly luciferase activity. P08659. purified firefly luciferase, luminescence, 8 min. Potency, µM (top dose mostly 57.1 µM), for inactives: at the top dose activity change, negative = inhibition, usual class: inhibitors. actives 2.2% (n = 72,000). AID 411; also: potency is read from the fitted curve at half-maximal effect; % is scaled to controls: 0 for no effect and ±100 for the full control effect; nearly all actives have a fitted effect of over 40% in size
#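 Substrate buffer containing 10 uM ATP (pH 7.2 imidazole, Mg2+, KCl, detergent, BSA) is dispensed, compound pinned in, then luciferase/luciferin detector mix added. After 8 min at ambient temperature, light output is measured.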
# ERK AVP block: inhibitors of vasopressin-stimulated ERK signaling pathway; HEK293-V1b, vasopressin-stimulated pERK AlphaScreen; Potency, µM (doses to about 57.5 µM), for the others: at the top dose activity, negative = inhibition, most hits filed as inhibitors; actives 0.99% (n = 72,000); AID 995; also: potency is read from the fitted curve at half-maximal effect; % is scaled to controls: 0 for no effect and ±100 for the full control effect; nearly all actives have a fitted effect of over 55% in size
#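 Overnight-seeded V1b-HEK293 cells in 1% FBS got compound, then vasopressin (25 nM final, 5 min, 37C), then lysis buffer. AlphaScreen detection of phospho-ERK; activity normalized to basal and full-stimulation controls.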
# CRE Fsk mod: CRE-bla signaling modulation under forskolin stimulation; CHO CRE-bla reporter (cAMP response element driving beta-lactamase), forskolin EC10, beta-lactamase ratio; Potency, µM (highest dose often 38.2 µM), without a hit: top-dose activity change, negative = inhibition, usual class: activators; actives 2.5% (n = 71,000); AID 662; active = well fitted activation curve with a large enough effect in the signal ratio, with a control signal flat, not every such curve was filed as active; inconclusive = small, poorly fitted or top-dose-only effect, or effect the other way, or a change in a side signal; the % refers to the signal ratio; also: potency is read from the fitted curve at half-maximal effect; % of control where 0% means no effect
#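 Using CellSensor CRE-bla CHO cells in Opti-MEM with 0.5% dialyzed FBS, compounds were titrated with EC10 NKH 477 for 3 h at 37 °C. CCF4 ratio (460/530 nm) gave %Activity; AC50 derived.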
# Tau filament bind: tau filament binding; P10636; recombinant tau filaments, thioflavin S fluorescence, 15 h; filaments grown with octadecylsulfate alongside compound; Potency, µM (highest dose often 57.1 µM), inactives show at the highest dose activity change, negative = inhibition; actives 2% (n = 71,000); AID 596;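 also: potency is read from the fitted curve at half-maximal effect; % is scaled to controls: 0 for no effect and ±100 for the full control effect; actives lower thioflavin S fluorescence by blocking filaments or displacing dye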
# Target sequence (P10636 whole entry, looked up): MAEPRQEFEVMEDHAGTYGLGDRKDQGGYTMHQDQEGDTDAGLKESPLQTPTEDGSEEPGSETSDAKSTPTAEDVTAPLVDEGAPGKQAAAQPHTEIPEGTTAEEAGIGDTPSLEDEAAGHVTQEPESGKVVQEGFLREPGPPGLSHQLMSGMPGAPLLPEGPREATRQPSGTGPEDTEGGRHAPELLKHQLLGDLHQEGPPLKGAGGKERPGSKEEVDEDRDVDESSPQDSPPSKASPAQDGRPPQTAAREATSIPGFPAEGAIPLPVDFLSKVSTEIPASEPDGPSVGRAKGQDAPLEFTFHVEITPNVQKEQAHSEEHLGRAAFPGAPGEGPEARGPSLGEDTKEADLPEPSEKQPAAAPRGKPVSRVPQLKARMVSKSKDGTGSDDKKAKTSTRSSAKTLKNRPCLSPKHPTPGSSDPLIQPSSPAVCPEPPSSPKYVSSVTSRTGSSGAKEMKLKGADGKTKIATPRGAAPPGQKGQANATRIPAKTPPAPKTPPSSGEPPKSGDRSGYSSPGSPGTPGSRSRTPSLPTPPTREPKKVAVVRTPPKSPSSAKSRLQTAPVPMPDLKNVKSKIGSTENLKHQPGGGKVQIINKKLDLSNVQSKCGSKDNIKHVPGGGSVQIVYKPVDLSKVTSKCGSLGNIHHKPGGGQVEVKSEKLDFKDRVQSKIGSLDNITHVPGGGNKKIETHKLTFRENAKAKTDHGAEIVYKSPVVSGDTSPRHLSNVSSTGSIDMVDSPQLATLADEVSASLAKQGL
#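 Quantitative HTS: thioflavine S signal from ODS-induced tau filaments, excited at 450 nm, emission 510 nm. Conditions: 1 uM tau, 30 uM ODS, 15 h at 37 C, pH 7.4.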
# HEK293 cAMP ctrl: raises cAMP in parental HEK293 cells, TSHR agonist counter-screen. Potency, µM (series often up to 57.1 µM), without a hit: top-dose activation, most hits filed as activators. parental HEK293 CNG cAMP sensor, membrane potential fluorescence. actives 2.5% (n = 73,000); also: potency is read from the fitted curve at half-maximal effect; % of control where 0% means no effect; nearly all actives have a fitted effect of over 55% in size
#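 Counterscreen for endogenous-receptor signalling: CNG-channel HEK 293 cells report cAMP rise by membrane depolarization. After 60 min dye equilibration with 100 uM RO 20-1724, compounds incubated 30 min before bottom-read fluorescence at 590 nm.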
# A350 fluor: A350 region autofluorescence. actives 11% (n = 59,000). AID 590. max dye-equivalent concentration, M. Compound autofluorescence, 340/450 nm, Alexa 350 dye-equivalents; stronger effect = higher value; in the data active = max dye-equivalent concentration above about 10 nM; inconclusive = mostly about 1.1 nM to 9.6 nM
# Caspase-1 inhib: caspase-1 (human) inhibition, allosteric or competitive. P29466. Caspase-1 enzyme, Ac-WEHD-AFC fluorogenic rate. Potency, µM (series often up to 57.5 µM), for the others: at the highest dose activity change, negative = inhibition, most hits filed as inhibitors. actives 0.03% (n = 75,000);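 also: potency is read from the fitted curve at half-maximal effect; plate controls were vehicle for no effect and no substrate for full effect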
# USP2a inh: blocks human ubiquitin-specific protease USP2a. O75604. USP2a enzymatic assay, qHTS inhibition. Potency, µM (top dose mostly 38.3 µM), for inactives: top-dose activity change, negative = inhibition, hits mostly inhibitors. actives 0.1% (n = 60,000);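 also: potency is read from the fitted curve at half-maximal effect; nearly all actives have a fitted effect of over 60% in size; plate controls were DMSO for no effect and NEM full inhibition control for full effect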
#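 USP2 core (20nM final) preincubated 30 min RT with compound, then Ub-PLA2 20nM and NBD C6-HPC 20uM final added; buffer 20mM Tris-HCl pH 8.0, 2mM CaCl2. Fluorescence Ex 460/Em 535 read at 0 and 2.5 h; normalized to NEM.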
# BRCT inh red: BRCT-phosphoprotein interaction inhibition (red fluorophore) | BRCT-phosphopeptide binding, red fluorescence polarization | Potency, µM (top dose mostly 76.9 µM), inactives show top-dose activity change, negative = inhibition, hits mostly inhibitors | actives 0.03% (n = 75,000) | AID 892; also: % is scaled to controls: 0 for no effect and ±100 for the full control effect
#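 Rhodamine-labelled pBACH1 10-mer (100 nM) bound to BRCT domain (100 nM) at pH 7.3; compounds incubated 12 min room temperature, polarization read. Free peptide defines full inhibition; unlabelled decapeptide titrated as control.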
# Caspase-7 inhib: blocks human caspase-7 allosterically or competitively. P55210. AID 889. actives 0.02% (n = 75,000). recombinant caspase-7, Ac-DEVD-AFC fluorescence rate. Potency, µM (titrated, usually from 57.5 µM), for inactives: at the top dose activity change, negative = inhibition, hits mostly inhibitors; active = well fitted inhibition curve with a large enough effect in the main read-out, with a control signal flat, not every such curve was filed as active; inconclusive = small, poorly fitted or top-dose-only effect, or a change in a side signal; also: potency is read from the fitted curve at half-maximal effect; % of control where 0% means no effect
# Target sequence (P55210 24-198 limits assumed): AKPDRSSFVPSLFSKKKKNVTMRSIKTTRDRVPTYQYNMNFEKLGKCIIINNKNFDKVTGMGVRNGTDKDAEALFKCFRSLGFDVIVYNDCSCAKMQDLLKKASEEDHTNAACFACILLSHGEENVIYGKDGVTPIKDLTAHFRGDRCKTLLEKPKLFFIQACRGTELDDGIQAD
# Target sequence (P55210 207-303 limits assumed): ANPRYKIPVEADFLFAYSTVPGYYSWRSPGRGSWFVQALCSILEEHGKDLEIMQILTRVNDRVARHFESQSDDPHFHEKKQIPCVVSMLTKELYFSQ
# An asterisk follows results filed as active; i = inactive; u = inconclusive; x = not tested or not shown; [ ] = dose if it differs, or a comment. Unless noted, calls follow the shape of the dose curve; as a rule, active = well fitted curve in the direction sought with a large enough effect; inconclusive = small, poorly fitted or top-dose-only effect, or another doubt; inactive = no such curve, though single readings can be large; an effect the other way counts as inactive or inconclusive. Compounds as they come; 16% or so of the library scored in one or more.
SMILES,BRCT PPI green,Luciferase inh,ERK AVP block,CRE Fsk mod,Tau filament bind,HEK293 cAMP ctrl,A350 fluor,Caspase-1 inhib,USP2a inh,BRCT inh red,Caspase-7 inhib
Cc1[nH]c(=O)[nH]c1CN1CCCCC1,0.2%,3.6%,0.0%,15.1%,12.9%,11.2%,i,-0.3%,-4.9%,-1.6%,-0.1%
C=CC(C1=CC(=O)C(OC)=CC1=O)c1ccc(O)cc1 (stereo unspecified),-0.1%[3.08 µM],x,25.2%,x,x,x,x,1.6%,-25.7%,0.1%,-0.6%
CCN1CCN(C(=O)C(NS(=O)(=O)c2ccc3nc(C)sc3c2)C(C)C)CC1 (stereo unspecified),-4.6%,1.0%,-8.3%,0.3%,-4.6%,-1.2%,x,1.3%,x,-1.2%,-1.0%
CC(=O)/C(=C\c1ccccc1F)C(=O)c1ccccc1,-0.3%[15.4 µM],-1.1%[11.4 µM],-8.2%[11.5 µM],0.0%[7.6 µM],-12.5%[11.4 µM],5.0%[11.4 µM],i,-1.9%[11.5 µM],x,-0.6%[15.4 µM],-0.4%[11.5 µM]
CCCc1c(CC)c(=N)c2ccccc2n1C,0.9%,0.7%,u,4.6%,25.3%,u,i,-0.7%,3.8%,0.2%,-2.8%
O=C(NCC(c1ccc(F)cc1)N1CCOCC1)c1ccc(Br)o1 (stereo unspecified),-1.7%,-0.9%,2.2%,-8.9%,0.6%,25.1µM*,i,-3.8%,-2.1%,-0.6%,0.3%
CCn1cc(C(=O)OCC(=O)N(C)C2CCS(=O)(=O)C2)c(=O)c2ccc(C)nc21 (stereo unspecified),-3.7%,0.1%,8.0%,u,6.0%,-1.4%,i,-0.5%,-2.5%,-0.7%,1.4%
CCN1C(=O)C(C(=O)NC(C)c2ccccc2)C2CC1(C)Oc1ccccc12 (stereo unspecified),-1.5%,-3.6%,37.2%[activator],-7.3%,-5.2%,9.8%,i,-3.1%,-7.0%,-0.7%,-0.8%
CC(O)CCCCCCC/C=C/C=C/C(N)=O (stereo unspecified),0.2%[15.4 µM],x,8.4%[11.5 µM],x,x,5.8%[11.4 µM],x,-2.7%[11.5 µM],x,0.3%[15.4 µM],-1.3%[11.5 µM]
O=c1cc(N2CCC3(CC2)OCCO3)[nH]c(=O)n1C1CCCCC1,-1.1%,-0.3%,8.9%,-18.0%,-6.0%,4.9%,i,0.9%,9.8%,-1.4%,-2.0%
Cc1csc2ncc(C(=O)Nc3ccccc3Cl)c(=O)n12,-0.8%,-3.9%,x,-4.6%,6.4%,u,x,-0.6%,x,-0.8%,-0.8%
CCN(CCCn1c(=S)[nH]c2ncccc2c1=O)c1ccccc1,0.3%,-0.1%,0.1%,u,-58.6%,4.0%,i,0.3%,9.1%,-0.8%,0.5%
CCn1c(N2CCN(C(=O)C34CC5CC(CC(C5)C3)C4)CC2)nc2ccccc21,-1.2%,-1.2%,-22.3%,-7.5%,2.9%,7.6%,u,0.9%,1.3%,0.5%,-0.7%
O=C(CSc1nnc(-c2cccs2)n1-c1ccccc1)N1CCc2ccccc21,-0.8%,3.8%,-2.6%,-2.3%,2.3%,0.7%,i,-1.4%,-1.5%,-0.3%,0.6%
CCn1nnnc1SCC(=O)Nc1cc(OC)cc(OC)c1,-1.7%,-1.1%,-4.3%,-3.4%,-4.2%,-21.4%,i,-0.7%,4.2%,-0.4%,-0.4%
O=C(O)Cc1cc2ccccc2nc1C(=O)O,-2.0%,0.8%,2.3%,-25.2%,-6.1%,-2.9%,x,2.9%,x,-0.3%,3.1%
COc1ccc(-c2noc(N(C)CC(=O)Nc3cccc(C(F)(F)F)c3)n2)cc1,-1.7%,25.1µM*,7.4%,u,12.4%,-3.5%,i,-1.6%,u,-0.5%,-4.4%
O=C(c1cccc(Cl)c1)N1CCN(C2CCCCCC2)CC1,-0.8%,1.0%,-3.3%,2.4%,4.1%,16.1%,i,1.7%,11.5%,0.8%,-0.3%
COc1cccc2c3c(c(C)nc12)CC(C)O3 (stereo unspecified),-0.5%,-20.2%,-9.3%,6.6%,5.6%,10.6%,7.3e-08M*,-1.2%,4.4%,-0.2%,-1.5%
Cn1c(Cl)nc2ccccc21,-1.1%,1.7%,-5.1%,-7.4%,3.3%,4.3%,i,0.8%,5.3%,-2.1%,1.3%
CCCOc1ccc(C2C(C(=O)c3ccco3)=C(O)C(=O)N2CCN2CCOCC2)cc1OC (stereo unspecified),-1.0%,0.9%,-1.7%,24.5%,0.1%,19.6%,i,-5.6%,15.6%,-1.2%,-3.5%
Cc1ccc2c(c1)N(CCCC(=O)NCCCN1CCCC1=O)C(=O)CO2,-2.5%,2.1%,-5.0%,-3.1%,-4.4%,-3.9%,x,-2.6%,x,0.4%,-0.9%
Cc1ccc2c(c1)NC(=O)C(CC(=O)NC1CCCCC1C)O2 (stereo unspecified),-5.1%,0.8%,9.7%,4.6%,4.7%,u,x,0.2%,x,-1.7%,-1.2%
N=c1n(CCO)c2ccccc2n1Cc1ccccc1Cl,-2.5%,2.3%,-3.2%,26.7%,108.6%,-43.0%[inhibitor],i,-1.7%,25.4%,0.3%,0.6%
CC1CCCN(c2nc3c(c(=O)n(C)c(=O)n3C)n2CCSc2nc3ccccc3s2)C1 (stereo unspecified),-1.4%,2.7%,-18.9%,11.1%,19.7%,29.2%,i,-2.5%,7.2%,-3.5%,-2.0%
CC(=O)NCC(=O)N(c1c(C)n(C)n(-c2ccccc2)c1=O)C1(C(=O)NC2CCCC2)CCCCC1,-1.5%,1.2%,0.0%,5.0%,-10.9%,0.3%,i,0.8%,5.8%,0.9%,-0.2%
Cn1cccc1-c1nc2ccc(NC(=O)c3cccs3)cc2[nH]1,4.7%,-24.5%,20µM*,27.5%,u,1.4%,i,-1.1%,18.9%,1.4%,-0.8%
N[C@@H](CCCP(=O)(O)O)C(=O)O,-2.3%,3.0%,-14.2%,-16.1%,29.1%,6.7%,x,2.0%,x,1.0%,0.9%
Cc1ccc(C(C(=O)NC2CCCC2)N(Cc2cccnc2)C(=O)c2snc(C(N)=O)c2N)o1 (stereo unspecified),-0.1%,2.7%,-6.4%,-7.0%,-7.6%,7.6%,3.57e-07M*,-5.3%,15.5%,-0.5%,-6.8%
COC(=O)CSc1nnc(-c2ccc(S(=O)(=O)N3CCC(C)CC3)cc2)o1,6.1%,0.1%,-2.0%,-1.4%,3.5%,-31.4%[inhibitor],i,1.5%,97.4%[activator],0.9%,0.3%
CC[N+](CC)(CC)CC[C@](O)(c1ccccc1)C1CCCCC1,-0.2%[34.4 µM],-9.2%[25.5 µM],12.3%[25.7 µM],1.3%[17.1 µM],-19.9%[25.6 µM],3.9%[25.6 µM],i,-1.6%[25.7 µM],5.5%[17.1 µM],-1.1%[34.4 µM],1.6%[25.7 µM]
CC(C)(C)n1ncc2c(=O)n(CC(=O)N3CCCc4ccccc43)cnc21,0.7%,-4.3%,-23.7%,u,-4.4%,10.2%,i,0.9%,5.1%,-0.5%,-1.6%
O=C1C2=C(Nc3cc([N+](=O)[O-])ccc3N2)O[C@@H]1c1ccc([C@H]2OC3=C(Nc4ccc([N+](=O)[O-])cc4N3)C2=O)cc1,0.6%[15.4 µM],-9.8%[11.4 µM],3.3%[11.5 µM],-3.6%[7.6 µM],u,5.3%[11.4 µM],i,0.9%[11.5 µM],x,0.0%[15.4 µM],-15.6%[11.5 µM]
Cc1cccc(N(C(=O)CNC(=O)c2ccco2)C(C(=O)NC2CCCC2)c2cccnc2)c1 (stereo unspecified),-1.5%,6.7%,-9.6%,-7.7%,8.7%,8.4%,i,1.6%,7.5%,-0.2%,0.2%
O=C(NCCCCCNC(=O)c1ccco1)c1ccco1,-0.8%,0.7%,-12.1%,-2.2%,6.8%,-2.0%,i,-1.3%,-4.8%,2.0%,-1.1%
O=C(Nc1ccc2ncccc2c1)Nc1ccc2ncccc2c1,-1.5%[15.4 µM],-11.4%[11.4 µM],-10.7%[11.5 µM],11.4%[7.6 µM],3.3%[11.4 µM],-8.3%[11.4 µM],u,0.3%[11.5 µM],x,0.4%[15.4 µM],1.9%[11.5 µM]
Cc1cccc(N(CC(=O)NCc2ccc3c(c2)OCO3)C(=O)CCC(=O)Nc2ccccn2)c1C,-0.1%,0.7%,u,-16.6%,1.9%,22.2%,i,3.9%,41.5%[activator],-0.2%,-2.6%
COc1ccc(OC)c(CNC(=O)COc2cc(=O)n(C)c3ccccc23)c1,-1.8%,-0.5%,9.3%,10µM*,17.7%,-1.7%,i,1.8%,13.4%,0.4%,-0.4%

# From PubChem BioAssay
